Screening results: PubChem BioAssay, National Center for Advancing Translational Sciences (NCATS)
A549 tox: counter-screen for Nrf2 inhibitors: cytotoxicity in A549 cells; Potency, µM (doses to about 46 µM), without a hit: top-dose activity change, negative = cytotoxicity, hits mostly inhibitors; actives 0.16% (n = 390,000); A549 ARE-Fluc cells, CellTiter-Fluor viability, 18-24 h; AID 504648; further: potency means the concentration at half of the fitted maximal effect; on the % scale 0 is the no-effect control and ±100 the full control effect
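A549 ARE-Fluc cells in 5% FBS OPTI-MEM, 5000 cells/well, rested 2 h then exposed to compounds in concentration-response for 18-24 h at 37 °C. Viability by CellTiter-Fluor fluorescence (Ex 405/Em 525) after 30 min; luciferase luminescence (BugLite, 15 min, RT) read afterwards.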
CCT modulator: changes cytosolic chaperonin activity; purified chaperonin ATPase assay, HTRF ADP detection, 30 min; activity change, % (no concentration beside the values), hits read low; actives 0.3% (n = 360,000); in the data active means activity change below about -30%; further: on the % scale 0 is the no-effect control and ±100 the full control effect
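TRiC (40 or 20 nM final, by batch activity) in 30 mM Tris pH 7.4, 100 mM KCl, 5 mM MgCl2, 1 mM DTT was treated with compound at 76 uM single dose, then 10 uM ATP, 30 min at 37 °C. ADP was read by HTRF Transcreener.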
HepG2 viability: counter-screen for TGF-b inhibitors: cytotoxicity in HepG2 cells | actives 0.76% (n = 410,000) | HepG2 CAGA-GFP viability, ATP luminescence, 18 h | AID 588856 | Potency, µM (series often up to 46.1 µM), inactives show top-dose activity change, negative = cytotoxicity, usual class: cytotoxic; further: potency means the concentration at half of the fitted maximal effect; some results filed as inactive show a strong effect at the top dose
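CellTiter-Glo luminescence gave cytotoxicity after 18 hours at 37 degrees C. The cells were HepG2 CAGA-GFP in 1% FBS DMEM, stimulated with 500 pg/mL TGF-beta after compound addition. %Activity was normalised to no-cell wells (complete cell-killing) and DMSO (no toxicity), and curves were fitted and classified.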
TGFb SMAD3 inh: blocks TGF-b signaling; HepG2 CAGA-GFP TGF-b/SMAD3 reporter, GFP fluorescence, 18 h; TGF-beta stimulated, 500 pg/mL final; Potency, µM (highest dose often 46.1 µM), for the others: at the highest dose activity, negative = inhibition, hits mostly inhibitors; AID 588855; actives 1.2% (n = 410,000); further: potency means the concentration at half of the fitted maximal effect; on the % scale 0 is the no-effect control and ±100 the full control effect; nearly all actives have a fitted effect of over 65% in size
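Inhibition of TGF-beta-driven CAGA-GFP reporter expression in HEPG2 cells is measured by cellular GFP fluorescence after 18 h stimulation with 500 pg/mL recombinant TGF-beta in 1% FBS medium at 37 degrees C.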
Mm-Cpn inhibitor: blocks the Methanococcus maripaludis chaperonin Mm-Cpn. purified Mm-Cpn ATPase, ADP Transcreener TR-FRET. Potency, µM (series often up to 76.9 µM), without a hit: at the highest dose activity, negative = inhibition, usual class: inhibitors. AID 504842. actives 0.031% (n = 330,000); further: potency means the concentration at half of the fitted maximal effect; on the % scale 0 is the no-effect control and ±100 the full control effect; nearly all actives have a fitted effect of over 80% in size
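TR-FRET (320 nm excitation; 590 and 665 nm emission) reports ADP made from 10 uM ATP by 25 nM enzyme; compounds were preincubated 10 min, reaction run 30 min, both at 37°C.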
Akt phos inh: Akt phosphorylation inhibition | actives 0.32% (n = 360,000) | AID 651550 | Neuro2A IGF-stimulated pAkt S473 HTRF, 20 min; active compounds read low | activity change, % for hits at 50 µM; in the data active means activity change below about -80%; inconclusive means mostly about -51% to -80%; further: on the % scale 0 is the no-effect control and ±100 the full control effect
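Neuro2A cells (4,500/well, DMEM with 0.5% FBS) were treated with compound at a single 50 µM final concentration, stimulated with 6 nM IGF for 20 min at 37 °C, and lysed. Phospho-Akt Ser473 was read by HTRF as 665/615 ratio ×10^4.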
Nrf2 ARE act: activates Nrf2 signaling; Potency, µM (doses to about 46.1 µM), for inactives: at the highest dose activation, actives largely listed as activators; AREc32 ARE-luciferase reporter (MCF7-derived line), luminescence, 24 h; actives 0.31% (n = 410,000); further: potency means the concentration at half of the fitted maximal effect; % of control where 0% means no effect; nearly all actives have a fitted effect of over 65% in size
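Each well held 1000 AREc32 cells, which were incubated with compound for 24 hr at 37 deg C after overnight attachment, and ARE reporter activity was quantified by firefly luciferase luminescence.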
ATXN viability: viability counter-screen for ATXN expression inhibitors; S2 cells (HEK-293 line with an ATXN2-luciferase reporter) viability, CellTiter-Fluor protease fluorescence, 24 h; actives 0.49% (n = 400,000); Potency, µM (titrated, usually from 56.7 µM), most hits filed as cytotoxic; further: potency means the concentration at half of the fitted maximal effect; nearly all actives have a fitted effect of over 40% in size
Nrf2 block: inhibitors of Nrf2 signaling | A549 ARE-Fluc reporter, luciferase luminescence, 18-24 h | Potency, µM (top dose mostly 46 µM), without a hit: at the highest dose activity change, negative = inhibition, hits mostly inhibitors | actives 2.1% (n = 360,000) | AID 504444; further: potency means the concentration at half of the fitted maximal effect; on the % scale 0 is the no-effect control and ±100 the full control effect; nearly all actives have a fitted effect of over 60% in size
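Concentration-response testing used A549 ARE_Fluc cells at 5000 cells/well. Following an 18-24 h compound incubation, viability was read by fluorescence (Ex 405/Em 525) and luciferase output by luminescence.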
Active calls of the source: *; i = inactive; ? = inconclusive; · = not tested or not shown; [ ] = dose if it differs, or a comment. Unless noted, the call rests on the fitted dose curve; in most records, active means well fitted curve in the direction sought with a large enough effect; inconclusive means small, poorly fitted or top-dose-only effect, or another doubt; inactive means no such curve, though single readings can be large; an effect the other way counts as inactive or inconclusive. Some of the compounds tested. The share of hits here may be higher or lower than overall.

SMILES | A549 tox | CCT modulator | HepG2 viability | TGFb SMAD3 inh | Mm-Cpn inhibitor | Akt phos inh | Nrf2 ARE act | ATXN viability | Nrf2 block
O=C(NCCO)c1nsnc1NCCCl | 8% | 2.2 | 3% | 106%[activator] | 1% | i | 0.0% | i | 6%
c1cc(C2N3CCCN2CC3)ccn1 (configuration not stated) | 15% | -1.0 | -15% | -4% | 2% | i | 2.0% | i | 0%
CN1CCc2nc(N)c(C#N)c(-c3ccccc3)c2C1 | ? | -2.8 | 12% | 14% | -1% | · | -0.8% | i | 6%
O=C1/C(=C\c2ccc3c(c2)OCO3)N2CCC1CC2 | 9% | -5.4 | 0% | 18% | 0% | i | 0.3% | i | ?
COc1ccc(OC(=O)N(C)C[C@@H]2OCc3cnnn3CCCC(=O)N([C@H](C)CO)C[C@H]2C)cc1 | · | 0.4 | 1% | 1% | · | i | -0.3% | i | ·
Cc1ccc(S(=O)(=O)N2CN3CCN(C3)C2)cc1 | -1% | 0.1 | 1% | -5% | 0% | i | -0.4% | i | -5%
O=C(COc1ccccc1)N1CCN(CC2CC=CCC2)CC1 (configuration not stated) | 6% | -3.6 | 15% | 3% | -6% | i | 0.4% | i | 10%
COc1cc(C(O)CNC(C)C)cc(F)c1OC (configuration not stated) | -7% | · | 22% | 22% | · | · | 0.1% | i | -4%
COc1ccc(OC)c(-n2c(O)c(C=Nc3c(C)n(C)n(-c4ccccc4)c3=O)c(=O)[nH]c2=O)c1 | 9% | 0.3 | -5% | 1% | 2% | i | 3.0% | ? | 6%
CC(C)CCC1(CCO)C(=O)NC(=S)NC1=O | 16% | -2.2 | 8% | 16% | · | i | -0.1% | i | 28%
O=C(Nc1ccc(F)c(Cl)c1)N(Cc1ccc2c(c1)OCO2)C1CCN(Cc2ccccc2)CC1 | ? | · | -46% | ? | · | · | 20% | ? | 23%
CCCCCN1C(=O)c2ccccc2[C@@]2(C(=O)OCC)Cc3cc(Cl)ccc3[C@@H]12 | · | 1.9 | · | · | · | i | -0.4% | ? | ·
O=C(c1ccc2c(c1)OCO2)C1CCCN(CC2CCCCC2)C1 (configuration not stated) | 1% | -6.1 | -4% | -3% | -1% | i | -0.9% | i | ?
c1ccc(C2CC3CC(c4ccco4)N2O3)cc1 (configuration not stated) | -3% | -3.5 | -7% | 2% | 1% | i | 0.4% | i | -10%
O=c1c2ccccc2nc(/C=C/c2ccc3c(c2)OCO3)n1-c1cccc(O)c1 | -2% | -1.0 | -29% | ? | -3% | i | 0.2%[9.22 µM] | i | -8%
O=c1c2ccccc2nc(/C=C\c2cccc(Br)c2)n1-c1ccc(O)cc1 | -10% | · | -105% | 13µM* | · | · | 8.2% | · | 4%
COc1cc(OC)cc(-c2sc3ccc(OC)cc3c2-c2ccc(OCCN3CCOCC3)cc2)c1 | 9% | -1.5 | -22% | 18% | ? | i | 8.2% | i | ?
COC(=O)COc1cc(C)cc2oc(=O)c3c(c12)CCCC3 | -2% | -0.2 | 1% | 1% | -2% | i | -0.6% | i | 3%
Cc1cc2c(s1)NC(=O)CN=C2c1cccs1 | -10% | -3.9 | 4% | -4% | · | i | 2.4% | i | 5%
CCc1ccc([C@H]2[C@@H]3C(=O)C[C@@H]4C(=O)N(Cc5ccccc5)C(=O)[C@@H]4[C@@H]3CN2S(=O)(=O)c2ccc(C)cc2)cc1 | · | -0.7 | 2% | ? | · | i | -0.5% | i | ·
CCc1ccccc1NC(=O)CSc1nnc([C@@H](N)Cc2c[nH]c3ccccc23)o1 | 0% | -0.8 | 0% | 2% | -8% | i | 0.3% | i | 7%
COC(=O)C1=C(c2ccc(Cl)c(C(F)(F)F)c2)C[C@@H]2CC[C@H]1N2C(=O)NCCCOC(C)C | -6% | -1.6 | -11% | -18% | -2% | i | 1.5% | i | -33%
COc1ccc(C)cc1NC(=O)N1CCC2(CC1)OCCO2 | -4% | -2.8 | -9% | 12% | 0% | i | 0.2% | i | 18%
Cc1ccccc1CS(=O)(=O)Cc1ccc(C(=O)N2CCC3(CC2)OCCO3)o1 | -12% | -2.2 | 3% | -21% | -2% | i | -0.7% | i | -4%
O=C(CCN1C(=O)COc2ccccc21)N1CCC2(CC1)OCCO2 | ? | 1.3 | 5% | -1% | 2% | i | -0.4% | i | ?
N=c1sccn1Cc1ccccc1F | -8% | 1.9 | 7% | 2% | -2% | i | 0.1% | i | 16%
Cc1ccc(C)c(N2CCN(c3ncnc4onc(C)c34)CC2)c1 | -17% | · | -22% | ? | · | · | -1.2% | i | 13µM*
COC(=O)CCc1nc2c(C#N)c(-c3ccc(Cl)cc3)ccn2n1 | 0% | 1.6 | 8% | -1% | 0% | i | -0.1% | i | ?
Cc1cccc(-c2nc(CN3C(=O)CN=C(c4ccccc4)c4ccccc43)c(C)o2)c1 | -7% | · | -52% | ? | · | · | -0.6% | ? | ?
CC(C)(C)C(=O)N1Cc2cnnn2-c2ccccc2C1C#N (configuration not stated) | -1% | -2.3 | -4% | -6% | · | i | -0.4% | i | 9%
CCNCC(O)c1cccc(O)c1 (configuration not stated) | 2% | -1.4 | -6% | 11% | 0% | i | 0.6% | i | 2%
COC(=O)c1ccc(NC(=O)c2cccn(Cc3ccccc3C)c2=O)cc1 | 10% | · | -5% | -4% | · | · | -0.9% | i | ·
COC1=CC(=O)O[C@@H](/C=C/c2ccccc2)C1 | 1% | -2.0 | 0% | -14% | -25% | i | -0.7% | i | 15%
CCOP(=O)(OCC)C(O)c1ccccc1 (configuration not stated) | 13% | 2.1 | 43% | 0% | 1% | i | 0.1% | i | -3%
CCc1c(C)nc(N)nc1N1N=C1SCCOc1ccccc1 | 13% | -0.6 | -2% | 12% | -5% | i | 0.3% | i | -7%
CC(C)(C)c1csc(NC(=O)Nc2ccccc2)n1 | -19% | -4.0 | -46% | ? | 1% | i | 4.9% | i | ?
C=C1C(C)C2C(Cc3ccccc3)NC(=O)C23C(OC(C)=O)C=CC(C)(O)CC(C)CC=CC3C1O (configuration not stated) | ? | -1.9 | -20% | -19% | · | i | -0.2% | ? | ?
CCN1C(=O)N(CC)C(=O)C2(Cc3ccccc3N3CCN(c4ccccc4)CC32)C1=O (configuration not stated) | 1% | -1.5 | -24% | ? | 3% | i | 3.5% | i | 3%
COc1ccc(C/C(=N\OC(C)=O)c2ccc(OC)cc2)cc1 | 3% | 2.3 | -1% | -11% | -1% | i | 3.6% | i | ?
CC1(C)CN=C(NCc2ccccc2)S1 | -2% | -0.7 | 5% | 20% | · | i | 0.2% | i | 26%

Reformatted as tab-separated lines: entries from further up
Molecule	A549 tox	CCT modulator	HepG2 viability	TGFb SMAD3 inh	Mm-Cpn inhibitor	Akt phos inh	Nrf2 ARE act	ATXN viability	Nrf2 block
Cc1ccccc1CS(=O)(=O)Cc1ccc(C(=O)N2CCC3(CC2)OCCO3)o1	-12%	-2.2	3%	-21%	-2%	i	-0.7%	i	-4%
O=C(CCN1C(=O)COc2ccccc21)N1CCC2(CC1)OCCO2	?	1.3	5%	-1%	2%	i	-0.4%	i	?

(listing goes on)
SMILES | A549 tox | CCT modulator | HepG2 viability | TGFb SMAD3 inh | Mm-Cpn inhibitor | Akt phos inh | Nrf2 ARE act | ATXN viability | Nrf2 block
COC(=O)C(O)(c1ccc(NC(=O)NC2CCCCC2)cc1)C(F)(F)F (configuration not stated) | 1% | 0.3 | -10% | -11% | -7% | i | -0.3% | i | ?
CCN1C[C@]2(C)CC[C@H](O)[C@]34C1[C@H](C[C@H]23)[C@@]1(O)C[C@H](OC)[C@H]2C[C@@H]4[C@@H]1C2O (some centres not stated) | -5% | -2.0 | -1% | 16% | 0% | i | -1.1% | i | 7%
CN(C)c1ccc(CN2CCc3nc(N4CCN(c5ccccn5)CC4)ncc3C2)cc1 | -27% | · | -32% | 8.9µM* | · | · | -1.1% | ? | ·
CC(C)C(NC(=O)C(C(C)C)N(C)C)C(=O)N(C)C(C(=O)N1CCCC1C(=O)N1CCCC1C(=O)NCc1ccccc1)C(C)C (configuration not stated) | ? | -0.1 | -20% | -64% | · | i | 0.4% | ? | ?
COc1ccccc1N1C(=O)NC(=O)/C(=C\c2cnn(-c3ccccc3)c2)C1=O | -6% | -0.7 | -24% | ? | -1% | i | 4.2% | i | ?
Cc1cc(NC(=O)C(Cl)(Cl)Cl)no1 | 2% | 1.9 | 2% | 12% | -6% | i | -0.9% | i | 14%
Cc1cc(NC(=O)c2cccn(Cc3cccc([N+](=O)[O-])c3)c2=O)no1 | 2% | · | -9% | -1% | · | · | -0.6% | i | ·
O=C1NCCOC(=O)[C@@H](Cc2ccc(F)cc2)CC/C=C/C[C@H]1CC(=O)N(CCO)Cc1ccccc1 | -3% | -1.1 | -20% | -19% | 3% | i | 1.3% | i | -12%
CC(C)CN(CC(C)C)C(=O)C1C2c3ccccc3C(c3ccccc32)C1C(=O)O (configuration not stated) | 1% | 0.6 | -20% | -22% | 1% | i | -0.3% | i | -16%
C=CCC1(CN2CCCCCC2=O)C(=O)NC(=O)NC1=O | -7% | -2.3 | -3% | 3% | · | i | -0.7% | i | -6%
CCOC(=O)C(=CNc1ccc(C(O)(C(=O)OCC)C(F)(F)F)cc1C)C(=O)OCC (configuration not stated) | -3% | 0.0 | -16% | -32% | 0% | i | 5.2% | ? | ?
CCOC(=O)C1(CCCc2ccccc2)CCN(C2CCCC2)CC1 | -23% | -3.1 | -25% | -21% | -8% | i | -0.1% | i | -9%
O=C1NC(=O)C(=Cc2ccc(OCCOc3ccc([N+](=O)[O-])cc3)cc2)C(=O)N1 | -3% | -1.7 | 0% | 5% | -2% | i | 1.3%[9.22 µM] | i | 11%
